GPR151 activ – activators of human GPR151, primary screen, cell-based, PathHunter beta-arrestin, luminescence. activation, % at 11.2 µM. AID 1508602, 2020. G-protein coupled receptor 151 (Homo sapiens), Q8TDV0. 650,000 tested, 1% active. PathHunter beta-arrestin GPR151 cells; in the data active = activation above about 4.9%;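 also: 0% = median of compound wells and 100% = cells with positive control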
Target sequence (Q8TDV0 whole entry, looked up): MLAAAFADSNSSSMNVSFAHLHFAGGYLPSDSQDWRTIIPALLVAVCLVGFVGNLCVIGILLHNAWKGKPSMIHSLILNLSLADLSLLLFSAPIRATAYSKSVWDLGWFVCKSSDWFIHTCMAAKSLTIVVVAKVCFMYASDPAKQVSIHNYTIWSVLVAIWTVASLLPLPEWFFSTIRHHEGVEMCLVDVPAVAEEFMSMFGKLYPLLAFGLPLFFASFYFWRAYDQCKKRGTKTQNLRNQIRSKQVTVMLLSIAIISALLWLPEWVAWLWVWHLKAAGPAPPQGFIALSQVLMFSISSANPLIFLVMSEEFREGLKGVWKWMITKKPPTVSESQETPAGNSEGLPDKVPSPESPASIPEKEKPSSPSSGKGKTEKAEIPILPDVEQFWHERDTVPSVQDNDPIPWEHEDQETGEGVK
MITF inh – MITF inhibitors, primary screen, biochemical, AlphaScreen, human; Microphthalmia-associated transcription factor (Homo sapiens), O75030; AlphaScreen MITF homodimerization, bead proximity signal; AID 1259374, 2018; inhibition, % at 2.6 µM; 650,000 tested, 0.91% active; in the data active = inhibition above about 50%;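 also: 0% = vehicle wells with protein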
Target sequence (O75030 whole entry, looked up): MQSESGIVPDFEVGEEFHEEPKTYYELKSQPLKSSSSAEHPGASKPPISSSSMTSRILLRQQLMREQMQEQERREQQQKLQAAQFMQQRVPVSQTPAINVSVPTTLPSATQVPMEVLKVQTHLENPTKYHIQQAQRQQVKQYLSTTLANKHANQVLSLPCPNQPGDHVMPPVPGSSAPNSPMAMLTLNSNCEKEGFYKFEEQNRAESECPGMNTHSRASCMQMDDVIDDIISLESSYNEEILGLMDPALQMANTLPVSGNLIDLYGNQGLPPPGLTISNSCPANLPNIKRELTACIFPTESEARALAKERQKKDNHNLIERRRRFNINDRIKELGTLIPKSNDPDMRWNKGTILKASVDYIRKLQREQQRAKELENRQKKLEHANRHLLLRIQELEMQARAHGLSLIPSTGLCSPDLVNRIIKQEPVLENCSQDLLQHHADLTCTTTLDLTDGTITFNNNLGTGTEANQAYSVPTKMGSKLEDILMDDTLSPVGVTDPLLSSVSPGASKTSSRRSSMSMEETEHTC
FBW7 activator – FBW7 E3 ligase activators, primary screen, biochemical, AlphaScreen, human; AlphaScreen FBW7–phospho-cyclin E peptide binding, activator screen; normalized activity (activation), % at 26.1 µM; 650,000 tested, 0.13% active; in the data active = normalized activity above about 1.9%;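 also: purified mutant Fbw7 with reduced substrate affinity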
TEAD-YAP block – TEAD-YAP interaction inhibition, primary screen, TEAD-YAP interaction inhibitor project, luminescence, HEK-TIYL cells; AID 1259422, 2018; TEAD-Gal4/YAP UAS-luciferase luminescence; 640,000 tested, 1.4% active; inhibition, % at 9.12 µM; in the data active = inhibition above about 32%;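 also: 0% = median of test compound wells and 100% = reference inhibitor wells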
Starred values were filed as active, the others as inactive; · = no result given; & = joins results of further samples.

SMILES	GPR151 activ	MITF inh	FBW7 activator	TEAD-YAP block
C/C(=N\NC(=O)c1cccc([N+](=O)[O-])c1)c1ccc(C)o1	-0.8	4	0.4	-3
COCCN1C(=O)CC[C@@]23C1=NC(C(=O)OC)=C(C(=O)OC)[C@@H]2N(CC=C(C)C)c1ccccc13	3.0	14	-0.1	·
CC(C)N(CCNC(=O)c1ccc2nc(Nc3nc4ccccc4n3C)sc2c1)C(C)C	-2.2	12	0.1	-5
Cc1ccc(C(=O)NC23CC4CCC(CC(C4)C2)C3)cc1	2.1	-5	0.2	7
CCn1cc(C(=O)N2CCCC2)c(=O)c2cc(S(=O)(=O)N3CCOCC3)ccc21	1.4	15	-0.8	-38
COc1ccc(C2SCCN2C(=O)c2ccc([N+](=O)[O-])cc2)cc1OC (stereo unspecified)	0.8	13	0.1	5
CC(=O)Nc1cccc(-c2nnc3n2CC(C)S3)c1 (stereo unspecified)	-0.3	9	0.8	5
Cn1nccc1Nc1ccc(-n2cc(CC(=O)NCc3cccnc3)c3ccccc32)nn1	-2.3	8	0.2	-3
O=C1C2C3C=CC(C3)C2C(=O)N1/N=C/c1ccccc1OCc1ccc(Cl)cc1 (stereo unspecified)	3.8	3	0.3	-35
CCN(C(=O)c1cc2c(n(-c3ccccc3)c1=O)CC(C)(C)CC2=O)c1ccccc1	0.7	2	1.2	-2
CC(=C\C(=O)O)/C(=C/c1ccc(Cl)o1)C(=O)O	0.3	4	0.1	3
O=C(NCc1ccccc1)C1CC(CCc2ccccc2)=NO1 (stereo unspecified)	0.9	14	0.2	1
O=C(CSc1nc2ccccc2c(=O)n1C1CCCC1)N1CCN(c2ccccc2)CC1	-0.9	2	0.1	-10
CCOC(=O)c1oc2ccc(OC)cc2c1CSc1ccccn1	-0.8	-8	0.5	8
Cc1cccc(CCN=c2c([N+](=O)[O-])nn(-c3ccccc3)n2O)c1	0.2	-3	-1.2	-2
Cc1cc(N2CC(C)CC(C)C2)nc2ccc(NC(=O)CCC(=O)NCc3ccco3)cc12 (stereo unspecified)	-0.1	-13	-0.1	-7
COc1ccc(/C=C2\SC(N3CCOCC3)=NC2=O)c(OC)c1	0.8	-4	0.0	-34
CC1CCCC(NC(=O)CN(C)S(=O)(=O)c2cnc[nH]2)C1C (stereo unspecified)	-1.1	9	0.2	-7
Nc1cc(=O)[nH]c(SCC(=O)Nc2ccc(F)c(F)c2F)n1	0.3	-11	-0.4	-3
COc1ccc(CCNC(=O)C(=O)NCC(C)C)cc1	2.9	0	0.1	-7

Complete entries from above. Order of screens: GPR151 activ | MITF inh | FBW7 activator | TEAD-YAP block
Profile of COc1ccc(/C=C2\SC(N3CCOCC3)=NC2=O)c(OC)c1 = 0.8 | -4 | 0.0 | -34
Profile of COc1ccc(CCNC(=O)C(=O)NCC(C)C)cc1 = 2.9 | 0 | 0.1 | -7

Following part.
SMILES	GPR151 activ	MITF inh	FBW7 activator	TEAD-YAP block
COc1ccc(CCNc2nc(Nc3ncccn3)nc3nc[nH]c23)cc1	-1.3	15	0.2	14
COc1ccccc1N1CCN(C(=O)CC2CCCCC2)CC1	2.5	9	0.6	-19
COc1ccc(Cl)cc1NC(=S)N(CCN1CCCCCC1)Cc1cccs1	4.2	12	-0.1	0
CCN1C(=O)S/C(=C\c2ccc(O)c([N+](=O)[O-])c2)C1=O	-2.7	14	0.0	8
CC(=O)N1CCc2cc(Br)cc(S(=O)(=O)Nc3ccc(Br)cc3C)c21	0.2	-2	-0.1	-13
Cc1cc(C=C2C(=O)N(C)C(=O)N(C)C2=O)c(C)n1-c1ccc(C(=O)O)c(Cl)c1	0.8	23	-0.1	6
O=C(NC1CCSC1=O)c1cccc([N+](=O)[O-])c1 (stereo unspecified)	-0.5	-1	0.5	-4
C=C(C)CN(CC)C(=O)CCC1(Cc2ccco2)CCC(=O)N1 (stereo unspecified)	-0.1	6	-0.1	2
CC[n+]1c(/C=C2\Sc3ccccc3N2CCO)ccc2cc(C)ccc21	0.7	10	-0.2	53*
Cc1cnc(NCCN2CCOCC2)nc1Nc1ccc2c(c1)OCO2	3.9	-2	0.0	8
COc1cccc(NC(=O)N2CCCC(c3nnc(CC(C)(C)C)o3)C2)c1 (stereo unspecified)	0.5	-7	-0.1	0
O=C(Cn1c(CO)cnc1SCC(=O)N1CCCc2ccccc21)NCc1ccccc1	1.5	5	-0.1	0
O=C(CN1CCN(C2c3ccccc3-c3ccccc32)CC1)Nc1ccccc1F	0.6	6	0.0	-2
C#CCN1C(=O)S/C(=C/c2ccc(OC)cc2)C1=O	1.7	8	0.0	-22
N#CCCN(NC(=O)c1ccccc1)C1=NS(=O)(=O)c2ccccc21	1.8	8	0.0	14
Cc1ccc(C(=O)c2sc3c(c2N)c(=O)[nH]c(=O)n3CCc2ccccc2)cc1	0.0	-1	0.0	0
Cc1csc(=Nc2ccccc2)n1C1CCCC1	2.6	11	-0.3	-5
COc1cccc(-c2noc(C3CCCN(C(=O)c4ccccc4Cl)C3)n2)c1 (stereo unspecified)	0.0	-6	-0.2	-10
COc1ccc(N2CCN(S(=O)(=O)N(C)C)CC2)cc1	-1.6	-8	-0.2	1
CC(C)N(CCNc1nc(-c2csc3ccccc23)nc2c1ncn2CCN1CCCC1=O)C(C)C	-1.7	-7	-0.1	0
O=c1/c(=C/c2ccc(F)cc2)sc2nnc(-c3ccco3)n12	0.4	16	1.0	3
O=C1CC(Nc2ccc(N3CCOCC3)cc2)C(=O)N1Cc1ccccc1 (stereo unspecified)	-1.0	8	-0.2	1
Oc1ccc(C2(c3ccccc3Cl)CCCCC2)cc1	0.2	-7	-0.1	-9
Cc1ccc(CN(CC(N)=O)S(=O)(=O)c2ccccc2)cc1	2.2	-15	-0.1	5
COC(=O)CN1C(=O)COc2ccc(C)cc21	0.0	5	0.0	4
COc1ccc(OC)c(NC(=O)C2(C)CC3c4ccccc4C2c2ccccc23)c1 (stereo unspecified)	0.9	0	-0.2	6
CCCn1c(SCC(=O)Nc2cccc(Cl)c2C)n[nH]c1=O	0.0	15	0.1	6
Cc1ccccc1-n1ncc(C(C)NC(=O)c2nn(C)c(=O)c3ccccc23)c1C (stereo unspecified)	-0.8	-1	0.5	17
O=C(c1ccc2ccccc2n1)N1CCOCC1	5.4*	7	0.1	7
CC(C)c1cc(C(=O)Nc2sc3c(c2C#N)CCC3)no1	-0.4	-8	0.2	-12
CC(NC(=O)c1cnc(N2CCN(c3ncccn3)CC2)c2ccccc12)c1ccccc1 (stereo unspecified)	0.3	-6	0.0	8
Cc1oc2c(c(C)cc3oc(=O)cc(C)c32)c1C	-0.6	4	0.0	8
COc1cc(C(=O)N2CCCCC2c2nc3ccccc3[nH]2)cc(OC)c1OC (stereo unspecified)	-1.0	14	0.4	8
CC(=O)Nc1ccc(CNc2ccc3c(c2)CCC3)cc1	-0.3	12	0.1	-17
Cc1cc2c(NC(=O)C3CCC(N)CC3)cccc2nn1 (stereo unspecified)	1.5&-0.5	29&24	0.1&0.1	-2&-7
O=C(CCN1C(=O)C2C3C=CC(C3)C2C1=O)Nc1ccnc2ccccc12 (stereo unspecified)	-0.2	-11	-0.1	6
COc1cc(NC(=O)c2ccc(Cl)cc2)c(OC)cc1Cl	0.0	8	0.1	-4
COc1cc([N+](=O)[O-])ccc1N=Cc1nc(-c2ccc(Br)cc2)oc1O	-0.3	-8	-0.1	3
c1ccc(-c2cc(N3CCCCC3)nc(-c3ccncc3)n2)nc1	9.4*	3	0.2	11
CCc1ccc(CN2CCN(C3CCN(C(C)C)CC3)C(CCO)C2)o1 (stereo unspecified)	-0.7	-14	0.0	-7

Random excerpt: 5 compounds from above.
SMILES	GPR151 activ	MITF inh	FBW7 activator	TEAD-YAP block
CC1CCCC(NC(=O)CN(C)S(=O)(=O)c2cnc[nH]2)C1C (stereo unspecified)	-1.1	9	0.2	-7
Cc1ccc(C(=O)c2sc3c(c2N)c(=O)[nH]c(=O)n3CCc2ccccc2)cc1	0.0	-1	0.0	0
CC(=O)Nc1ccc(CNc2ccc3c(c2)CCC3)cc1	-0.3	12	0.1	-17
O=c1/c(=C/c2ccc(F)cc2)sc2nnc(-c3ccco3)n12	0.4	16	1.0	3
COc1cc(C(=O)N2CCCCC2c2nc3ccccc3[nH]2)cc(OC)c1OC (stereo unspecified)	-1.0	14	0.4	8

Other entries follow.
SMILES	GPR151 activ	MITF inh	FBW7 activator	TEAD-YAP block
COc1ccc2o/c(=N\c3sc4c(c3C#N)CCCC4)c(C(=O)Nc3ccccc3F)cc2c1	1.3	-11	-0.5	-53
O=C(Nc1cc(C(F)(F)F)ccc1Cl)c1ccccc1I	-0.4	13	0.0	-1
CCOc1cc(C)nc(N2CCN(Cc3ccc4c(c3)OCO4)CC2)n1	0.0	-5	0.0	5
O=C(NCCN1Cc2ccccc2OC(c2ccccc2F)C1)c1ccco1 (stereo unspecified)	1.1	11	0.2	-4
Nc1nc(NCCN2CCOCC2)cc(NCc2ccc3c(c2)OCO3)n1	-1.2	9	-0.1	0
Cc1cccn2c(CN3CCN(C)C(C)C3)c(C(=O)N(C)CCc3ccccc3)nc12 (stereo unspecified)	0.0	-11	0.0	5
COc1ccc(N=Cc2ccccc2F)cc1	2.4	-1	-0.1	-10
O=S(=O)(NCCC1=CCCCC1)c1ccccc1	3.9	9	0.1	2
O=C1CSC(c2ccc(F)c(F)c2)N1c1cccc(Cl)c1 (stereo unspecified)	-0.7	9	0.0	-8
NC(=O)C1CCN(Cc2cccc(F)c2)CC1	0.5	9	0.0	-5

Part of the list above, set out differently:
Compound,GPR151 activ,MITF inh,FBW7 activator,TEAD-YAP block
Cc1cccc(CCN=c2c([N+](=O)[O-])nn(-c3ccccc3)n2O)c1,0.2,-3,-1.2,-2
Cc1cc(N2CC(C)CC(C)C2)nc2ccc(NC(=O)CCC(=O)NCc3ccco3)cc12 (stereo unspecified),-0.1,-13,-0.1,-7
COc1ccc(/C=C2\SC(N3CCOCC3)=NC2=O)c(OC)c1,0.8,-4,0.0,-34
CC1CCCC(NC(=O)CN(C)S(=O)(=O)c2cnc[nH]2)C1C (stereo unspecified),-1.1,9,0.2,-7
Nc1cc(=O)[nH]c(SCC(=O)Nc2ccc(F)c(F)c2F)n1,0.3,-11,-0.4,-3

Next entries follow.
SMILES	GPR151 activ	MITF inh	FBW7 activator	TEAD-YAP block
Cc1ccc(C23CC4CC(CC(C(=O)NCc5ccccc5)(C4)C2)C3)cc1	-0.6	13	-0.1	3
O=C(N/N=C/c1cc([N+](=O)[O-])ccc1N1CCCC1)c1ccccc1Br	2.8	-13	0.0	-8
O=[N+]([O-])c1ccc(Cc2nnc(-c3ccccc3Br)o2)cc1	-1.7	1	-0.4	32*
COc1cccc(C(=O)Nc2ccc3c(c2)CCCN3C(=O)C2CC2)c1OC	-1.5	23	0.6	-34
COc1ccc(CC2(CO)CCN(S(=O)(=O)c3ccsc3)CC2)cc1	0.7	2	0.0	2
Cc1nc2ccccc2n1CCc1noc(-c2cccnc2)n1	0.2	-6	0.0	-25
C=CCNC(=O)C(C#N)c1nc2ccccc2[nH]c1=O (stereo unspecified)	0.3	-2	0.1	-15
N#Cc1ccc(OCC(O)CNC2CCC(O)CC2)cc1 (stereo unspecified)	-0.5	-8	-0.1	-5
C=CCNC(=O)c1ccccc1NC(=O)C(C)N(c1ccccc1)S(C)(=O)=O (stereo unspecified)	-2.6	-4	0.2	7
CCOC(=O)/C(C#N)=C\C1=C(N2CCOCC2)CC(C)(C)OC1	-1.3	-5	-0.2	-7
CNC(=O)COc1ccc(C=O)cc1OC	0.3	-16	0.0	4
Cc1cccc(N2CC(O)(c3ccc4c(c3)OCCO4)[N+]3=C2CCCCC3)c1 (stereo unspecified)	-0.5	16	0.0	-4
COCCNC(=O)c1cc2c(=O)n3ccccc3nc2n(CCOC)c1=N	-0.5	-2	-0.1	-1
CCOC(=O)c1cc2c(=O)n3ccccc3nc2n(C)c1=NC(=O)c1cc(OC)cc(OC)c1	-0.1	-2	-0.1	-3
Nc1ncnc(N2CCN(c3ccccc3)CC2)c1[N+](=O)[O-]	-0.3	-9	-0.2	7
COc1cccc(NC(=O)C(=O)N/N=C/c2ccc(OC)cc2OC)c1	-0.6	25	0.1	-25
Cc1ccc(C(=O)NC2CC(C)(C)NC(C)(C)C2)cc1Cl	0.7	13	0.0	6
CCOc1cc(CN2CCN(Cc3ccccc3[N+](=O)[O-])CC2)ccc1OC	-0.6	71*	-0.2	-7
CCCNc1nc(-c2cccc(N)c2)nc2c1ncn2-c1ccsc1	-0.5	19	0.1	53*
COc1ccc(OC)c(C(c2nnnn2Cc2ccccc2)N2CCC(C(N)=O)CC2)c1 (stereo unspecified)	-0.6	-16	-0.5	-5
CCCCOC(=O)Nc1cccc(C)c1C	1.6	2	0.0	-12
Cc1ccc(C(C)C)cc1OCCCCNCCN	1.4	-7	0.0	0
Cc1ccc(-c2c3c(nc4sc(C(=O)Nc5nccs5)c(N)c24)CCCCC3)cc1	1.8	-6	0.2	0
CCN(CC)S(=O)(=O)c1nnc(NC(=O)c2ccccc2Br)s1	0.8	4	0.0	-7
Oc1ccc(-c2nc3cnccn3c2NC2CCCCC2)cc1	-2.3	2	0.8	-1

Rows are unselected; overall some 3.4% were active at least once.
